# Exocytosis inh – blocks lytic granule exocytosis; TALL-104 LAMP-1 surface exposure, flow cytometry; cells stimulated with thapsigargin and PMA; inhibition, % at 10 µM; actives 0.66% (n = 360,000);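 active means inhibition above about 55%, limit read from the data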
# TLR9-MyD88 block – TLR9-MyD88 interaction inhibition; actives 0.21% (n = 340,000); inhibition, % at 4.98 µM; CHO BLA complementation TLR9-MyD88, CCF4 FRET ratio;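 active means inhibition above the mean over all tested compounds plus 3 SD, cut at about 21% in these data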;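 further: 0% = DMSO only wells and 100% = clavulanate BLA inhibitor control wells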
# TROY NFkB inh – blocks TROY-dependent signaling in reporter cells | Q293 LMP1-TROYcd NF-kB luciferase reporter, 4 h | inhibition, % at 10 µM | actives 0.98% (n = 360,000);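 active means compounds whose plate-normalised and pattern-corrected inhibition of the luciferase reporter signal at the single screening dose is 50% or more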
# TWEAK Fn14 block – inhibitors of TWEAK-Fn14 interaction signaling | TWEAK-stimulated Fn14 reporter cells, luciferase luminescence, 8 h | inhibition, % at 10 µM | actives 2% (n = 360,000); in the data active means inhibition above about 50%
# COUP-TFII inh – inhibitors of human COUP-TFII (NR2F2); HEK293T NGFI-A luciferase reporter, luminescence; P24468; actives 0.7% (n = 370,000); inhibition, % at 8.6 µM;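 active means inhibition above a per-plate cutoff, mean inhibition of test wells between control levels plus 3 SD, cut at about 38% in these data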;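 further: cells cotransfected with COUP-TFII expression vector driving the NGFI-A reporter; 0% = median of COUP-TF2 test wells and 100% = reporter-only cells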
# Target sequence (P24468 whole entry, looked up): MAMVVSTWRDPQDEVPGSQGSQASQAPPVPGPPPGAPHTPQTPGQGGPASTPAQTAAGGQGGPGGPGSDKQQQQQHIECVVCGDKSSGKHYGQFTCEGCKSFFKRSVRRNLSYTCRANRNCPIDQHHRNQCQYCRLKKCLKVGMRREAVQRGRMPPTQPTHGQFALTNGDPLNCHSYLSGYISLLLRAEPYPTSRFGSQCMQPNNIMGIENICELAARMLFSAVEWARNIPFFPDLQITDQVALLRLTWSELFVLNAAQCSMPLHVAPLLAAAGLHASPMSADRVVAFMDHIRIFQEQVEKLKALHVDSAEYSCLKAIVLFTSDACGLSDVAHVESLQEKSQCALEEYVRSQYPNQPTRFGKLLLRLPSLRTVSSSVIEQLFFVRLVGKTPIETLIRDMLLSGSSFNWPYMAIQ
# ABHD5-PLIN5 inh – ABHD5-PLIN5 protein interaction inhibition; inhibition, % at 4 µM; actives 0.78% (n = 360,000); Split G. princeps luciferase complementation, luminescence, 4 h; Q00G26+Q8WTS1; AID 602281;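 active means inhibition above the mean inhibition across every tested compound plus 3 SD, cut at about 22% in these data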;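 further: 0% = DMSO only wells and the 100% control is not disclosed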
# SRC1 inh – inhibitors of human steroid receptor coactivator 1 (SRC1); Q15788; HEK293 GAL4-SRC1 luciferase reporter, luminescence; inhibition, % at 3.6 µM; actives 0.12% (n = 360,000); AID 588354;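 active means inhibition above the campaign mean plus 3 SD, with each screening campaign given its own cutoff, cut at about 60% in these data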;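 further: 0% = DMSO treated cells and 100% = gossypol at 36 µM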
# NR5A2 inv ag – suppresses constitutive activity of human LRH-1. inhibition, % at 3.6 µM. O00482. actives 0.13% (n = 360,000). HEK293T StAR-luciferase reporter, LRH-1 transfected, 24 h. AID 602396;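 active means inhibition above the mean inhibition of all tested compounds plus 3 SD, cut at about 73% in these data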;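 further: 0% = DMSO wells and 100% = reporter-only cells lacking LRH-1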
# Target sequence (O00482 whole entry, looked up): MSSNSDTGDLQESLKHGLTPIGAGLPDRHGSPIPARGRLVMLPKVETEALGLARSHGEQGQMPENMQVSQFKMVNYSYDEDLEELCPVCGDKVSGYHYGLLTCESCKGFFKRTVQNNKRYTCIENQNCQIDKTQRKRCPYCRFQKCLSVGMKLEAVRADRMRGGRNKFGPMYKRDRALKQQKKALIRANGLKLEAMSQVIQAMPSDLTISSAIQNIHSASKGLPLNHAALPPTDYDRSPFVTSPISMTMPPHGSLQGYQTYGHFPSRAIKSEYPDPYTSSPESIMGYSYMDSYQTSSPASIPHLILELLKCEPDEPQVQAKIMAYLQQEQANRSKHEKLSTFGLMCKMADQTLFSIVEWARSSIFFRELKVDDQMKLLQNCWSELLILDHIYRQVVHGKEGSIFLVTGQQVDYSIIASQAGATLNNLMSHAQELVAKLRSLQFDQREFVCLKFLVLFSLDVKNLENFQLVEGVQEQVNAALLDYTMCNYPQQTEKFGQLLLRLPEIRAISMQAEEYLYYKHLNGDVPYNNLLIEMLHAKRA
# SRC3 inh – inhibits human SRC3 coactivator. inhibition, % at 3.6 µM. HEK293 GAL4-SRC3 luciferase reporter, luminescence. actives 0.17% (n = 360,000). Q9Y6Q9;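 active means inhibition above a per-campaign cutoff, the mean of all compounds plus 3 SD, cut at about 60% in these data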;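 further: 0% = DMSO-treated cells and 100% = gossypol-treated cells at 36 µM; higher means less SRC3-driven luciferase light from the GAL4 reporter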
# NOD2 RIPK2 PPI – NOD2-RIPK2 protein interaction inhibition; CHO BLA complementation NOD2-RIPK2, CCF4 ratio; inhibition, % at 4.98 µM; actives 0.38% (n = 360,000); AID 624267; in the data active means inhibition above about 21%;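 further: 0% = vehicle only and 100% = reference blocker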
# NCOA2 inhibitor – human SRC2 (NCOA2) inhibition | Q15596 | HEK293 GAL4-SRC2 luciferase reporter, luminescence | inhibition, % at 9 µM | actives 0.17% (n = 370,000);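 active means inhibition above the mean inhibition of all tested compounds plus 3 SD, set per campaign, cut at about 52% in these data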;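 further: 0% = DMSO treated cells and 100% = cells given Gossypol at 36 µM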
# * marks the source's active call; other numbers are inactive results; nt = no result given. The list is partial; rates above refer to the full screens.
structure	Exocytosis inh	TLR9-MyD88 block	TROY NFkB inh	TWEAK Fn14 block	COUP-TFII inh	ABHD5-PLIN5 inh	SRC1 inh	NR5A2 inv ag	SRC3 inh	NOD2 RIPK2 PPI	NCOA2 inhibitor
CC(/C=C1\SC(=S)N(CCC(=O)Nc2cccc(C(=O)O)c2)C1=O)=C\c1ccccc1	-0.2	-3.0	32.0	-6.6	0.2	1.8	-19.7	-15.3	1.5	0.8	-19.6
COc1ccc(NC(=O)CN2CCN(CC(=O)Nc3ccccc3F)CC2)cc1OC	1.7	-5.3	1.5	6.6	5.8	4.5	5.2	21.4	-14.4	-3.1	-32.8
O=C(Nc1ccccc1)N1CCOCC1	0.2	-0.5	-1.8	-3.5	9.6	1.0	4.2	9.4	15.2	2.0	6.5
N=c1sccn1CC(=O)Nc1cccc(S(=O)(=O)N2CCCCCC2)c1	0.7	2.1	11.9	17.5	-1.3	3.7	-3.2	-10.4	15.4	12.3	-1.7
O=C(CSc1nnc(COc2ccc(Cl)cc2)o1)N1c2ccccc2CCc2ccccc21	-0.1	-3.0	9.5	13.7	-2.1	-2.9	-15.2	-1.3	12.8	-4.7	27.0
Cc1ccc(NC(C)c2cc(Cl)ccc2O)cc1 (stereo unspecified)	5.0	-1.9	-0.1	4.9	10.6	-10.8	-3.5	3.8	-0.8	2.7	-13.2
NS(=O)(=O)c1ccc(NC(=O)c2cc(-c3cccs3)nc3ccccc23)cc1	-6.8	-5.3	12.9	-12.8	-16.2	9.2	4.2	-33.7	0.5	-8.3	-23.8
O=C(O)c1ccc(N2C(=O)CSC2c2cccc([N+](=O)[O-])c2)cc1 (stereo unspecified)	8.0	-15.0	-1.3	3.5	14.4	-0.6	3.5	-4.9	3.1	0.3	8.0
O=C(CCc1nc(-c2ccccc2Cl)no1)NCC1CCCO1 (stereo unspecified)	0.0	-8.3	3.0	-18.3	-2.5	-0.2	8.5	-18.4	7.9	7.5	8.9
CCOC(=O)COc1ccc2c(c1)C(=O)CC(C)(C)O2	-3.6	8.6	15.5	-20.7	13.5	-1.0	5.8	12.0	-5.3	-0.2	8.6
CCn1cc(Br)c(C(=O)Nc2ccc(F)c(Cl)c2)n1	-3.6	4.7	-53.1	-35.3	-30.4	-1.1	-27.9	-37.7	-45.5	-0.2	-33.1
O=C(c1cccc2c1-c1ccccc1/C2=N/O)N1CCCCC1	1.6	1.7	24.6	29.9	12.9	-1.1	19.0	11.2	10.3	-20.8	41.6
Cn1nc(C(=O)OCC(=O)Nc2ccc(SC(F)F)cc2)c2ccccc2c1=O	-13.1	-6.6	20.1	-14.7	13.7	0.9	3.2	1.1	9.2	-3.6	-25.3
COc1ccc2nc(N3C(=O)/C(=C/c4ccc(Cl)cc4)NC3=S)sc2c1	-2.4	-8.5	-35.4	-10.2	-9.7	-0.5	-26.9	4.9	4.6	-2.6	4.1
CN(Cc1nc2ccccc2c(=O)[nH]1)C(=O)c1cccc(NC(=O)c2cccs2)c1	-6.6	3.3	11.0	0.2	16.8	-1.2	9.6	-6.1	6.1	6.8	-35.4
CN(C)C(=O)c1ccc(NC(=O)c2cccc(-n3cnnn3)c2)cc1	0.3	6.4	-6.3	30.1	-18.6	7.9	-9.4	9.0	-7.7	-2.2	-5.3
CCOC(=O)c1cn2nc(Oc3cccc(F)c3)ccc2n1	-5.0	-7.8	-43.9	-15.3	-0.8	2.9	-16.5	-23.9	-24.6	-17.8	-17.5
CC1(C(=O)NS(=O)(=O)c2cccc(OC(F)F)c2)CCN1C(=O)COc1ccc(Cl)cc1 (stereo unspecified)	12.4	nt	-10.4	12.5	6.2	8.7	-11.3	18.7	-10.3	3.9	-7.3
COc1ccc(OC)c(C(=O)N/N=C/c2ccccn2)c1	-7.8	3.1	-26.9	-11.6	-9.3	-0.1	-64.3	-87.9	-58.5	10.5	-11.8
O=S(=O)(Nc1cccc(-n2cnnn2)c1)c1cccc(Cl)c1	-11.8	2.2	20.7	-3.3	0.0	-1.1	4.7	-8.6	8.0	-0.4	-25.7
COc1ccc(N(CC(=O)NCCSCc2ccccc2Cl)S(C)(=O)=O)cc1Cl	38.8	4.6	-0.2	-4.1	4.7	3.8	12.8	9.2	0.0	-1.0	-11.5
CC(C)(C)c1ccc(-c2n[nH]c(=S)n2-c2ccccc2)cc1	11.6	0.7	-2.1	0.0	1.4	-11.4	7.7	-3.2	-17.0	-11.6	4.5
NC(=O)C1CCN(C(=O)C2CCN(S(=O)(=O)c3ccccc3)CC2)CC1	4.4	2.2	-8.0	-2.6	-12.9	-5.5	-5.4	-10.5	-7.0	8.3	17.2
COc1ccc(CN2CCN(Cc3ccccc3F)CC2)cc1OC	-3.3	-3.0	19.4	-5.0	-1.3	8.2	18.3	0.1	-1.9	-0.9	1.9
COc1ccccc1-c1nnc(SCc2nc3ccccc3s2)n1C	-2.9	1.4	-38.1	-3.2	2.5	1.3	-9.7	-41.2	-20.4	3.9	-24.4

# The closing 2 compounds of the section above are carried over, then new ones follow:
structure	Exocytosis inh	TLR9-MyD88 block	TROY NFkB inh	TWEAK Fn14 block	COUP-TFII inh	ABHD5-PLIN5 inh	SRC1 inh	NR5A2 inv ag	SRC3 inh	NOD2 RIPK2 PPI	NCOA2 inhibitor
COc1ccc(CN2CCN(Cc3ccccc3F)CC2)cc1OC	-3.3	-3.0	19.4	-5.0	-1.3	8.2	18.3	0.1	-1.9	-0.9	1.9
COc1ccccc1-c1nnc(SCc2nc3ccccc3s2)n1C	-2.9	1.4	-38.1	-3.2	2.5	1.3	-9.7	-41.2	-20.4	3.9	-24.4
CC(C)CNC(=O)C1(C)CCCN1C(=O)CCc1cccs1 (stereo unspecified)	0.6	nt	-3.0	-22.7	7.4	-1.8	-8.8	-1.2	11.7	-18.0	-30.6
COc1cccc(S(=O)(=O)NCc2ccc(C(=O)N3CCN(C)CC3)cc2)c1	-0.8	-0.6	-14.1	-1.0	7.5	10.1	-0.1	1.1	7.3	-10.2	-15.7
O=C1CSC(c2cccnc2)N1c1ccc(Cl)cc1 (stereo unspecified)	-14.4	-0.7	-4.1	26.9	-16.8	-3.0	-1.9	7.0	20.2	-3.2	-24.7
COc1ccccc1C/C(N)=N/O	1.8	5.7	10.8	1.5	-10.1	0.5	-10.5	-3.4	15.5	-6.0	-11.1
CC(=O)Nc1cccc(C(=O)NCCc2ccco2)c1	-4.4	-0.7	-28.5	-9.6	-40.0	7.4	-41.0	-49.5	-53.9	-5.8	-46.6
CSc1ncc(CN2CCN(C3CCCC3)C(CCO)C2)cn1 (stereo unspecified)	-1.4	2.8	4.2	-2.2	-3.6	0.2	0.0	4.1	2.5	-2.4	-43.5
Cc1nn(-c2cc(Cl)ccc2Cl)c(C)c1C(=O)O	-1.1	3.2	2.1	6.3	-9.7	-5.4	-55.4	-5.6	18.2	6.1	-14.9
CCOc1cc(C(=O)N(C)Cc2cc3ccccc3[nH]c2=O)cc(OCC)c1OCC	-1.3	2.8	0.2	-12.3	-11.3	2.7	-13.6	8.1	-21.1	-16.3	-18.9
OC1CSc2nc3ccccc3n2C1 (stereo unspecified)	-1.6	1.9	-14.7	-0.6	12.1	1.2	-46.0	11.2	8.4	-3.1	-6.0
CCn1c(SCC(=O)NNC(=O)c2ccc(C)cc2)nnc1C(C)C	2.4	-7.1	0.5	-2.3	11.4	5.5	-3.3	-4.1	6.0	-6.8	-29.0
COc1ccc(S(=O)(=O)N2CCOCC2)cc1C(=O)N(C)Cc1ccccc1F	4.0	11.8	4.1	-7.2	19.0	-0.9	-19.1	5.9	6.6	-7.6	1.6
CC(=O)Nc1ccc(S(=O)(=O)N(C)c2ccc(OCC(=O)OCC(=O)NCc3ccco3)cc2)cc1	1.7	-2.2	-23.5	-7.5	24.1	3.3	-19.4	-6.4	14.9	6.7	-25.1
O=C(O/N=C/c1ccc(Cl)cc1)C1CCCCC1	3.0	2.2	-12.4	-2.2	-16.3	-1.6	7.2	7.8	-25.0	-14.3	-41.5
CCc1nnc(SCc2ccc(C(=O)OC)o2)n1N	-0.7	4.0	-3.6	16.4	-16.8	15.1	25.8	20.8	22.4	4.3	-12.4
S=C(NCCN1CCCCC1)Nc1ccc(Br)cc1	5.0	6.2	-9.2	13.0	1.8	-1.5	-13.8	-9.6	8.3	-0.6	2.2
CCc1ccc(CNC(=O)CN2C(=O)COc3ccccc32)cc1	0.1	-5.7	-17.6	-6.5	-1.4	-7.8	-7.5	-15.9	-6.8	-11.0	-16.6
CCOc1ccc2ccccc2c1CNCCc1ccc(S(N)(=O)=O)cc1	9.7	-7.0	1.1	14.1	11.2	10.0	-9.2	4.6	7.5	6.2	4.0
C[C@H](CO)N1C[C@H](C)[C@@H](CN(C)S(=O)(=O)c2cccs2)Oc2c(NC(=O)NC3CCCCC3)cccc2C1=O	-3.4	2.2	-1.4	10.4	1.7	-3.3	-33.0	3.6	19.0	0.5	-1.8
CCOC(=O)C(NS(=O)(=O)c1ccc(C)cc1)(C(F)(F)F)P(=O)(OCC(C)C)OCC(C)C (stereo unspecified)	-0.3	2.3	-0.8	56.7*	10.1	5.3	6.8	-7.0	10.8	6.2	9.4
CCS(=O)(=O)N1CCC(C(=O)NCC2CCCO2)CC1 (stereo unspecified)	2.0	-12.0	1.3	25.3	-7.2	6.6	-0.6	8.6	10.7	-3.0	-7.6
Cc1ccc(C(=O)c2nocc2C(=O)c2cccs2)cc1	-1.2	1.0	nt	24.8	5.1	6.8	-9.9	9.9	0.6	-8.4	-23.0
O=C1CC2(CCN1)CCN(Cc1ccccc1)CC2	-6.3	-3.1	-13.5	-15.0	-13.6	7.1	-10.4	-17.3	-5.3	-7.7	-40.0
O=C(NCCc1nc2ccccc2[nH]1)/C(=C/c1ccco1)NC(=O)c1ccc(Br)cc1	-1.0	0.8	-2.0	21.2	-5.2	4.0	0.2	-12.1	9.0	-2.5	3.2
COc1ccc(S(=O)(=O)NNC(=O)c2ccc([N+](=O)[O-])cc2)cc1	-13.6	-3.4	-16.8	3.1	10.0	-12.7	-17.8	-3.8	-14.8	-12.2	0.1
Cc1ccc(Nc2nc(N)c([N+](=O)[O-])c(N3CCCC(C)C3)n2)cc1C (stereo unspecified)	1.6	-5.8	29.2	36.3	0.1	-2.4	-24.1	14.7	9.1	-3.3	6.2
N/C(=N\OC(=O)c1ccc([N+](=O)[O-])cc1)c1ccccn1	-0.6	-0.2	-41.5	77.4*	-11.7	5.0	-115.4	-57.9	-56.0	-5.2	-42.1
O=C(NCCCN1CCOCC1)c1onc(CSc2ccncc2)c1C(=O)NCCCN1CCOCC1	-4.3	7.0	16.6	11.4	13.9	9.8	-8.9	0.1	-2.9	-5.2	-3.7
C=C(C)CNC(=S)NNC(=O)c1ccco1	-1.5	-9.6	-8.5	-13.0	-2.7	-10.6	1.5	0.3	1.9	5.6	-18.4
COc1ccc(OCC(=O)N/N=C(\C)CC(=O)Nc2ccc(OC)cc2[N+](=O)[O-])cc1	-2.7	-2.1	-6.2	2.0	-3.0	2.2	-16.1	-5.4	9.5	2.5	-10.8
S=C(NCc1ccc(Cl)cc1)NCc1ccccn1	0.0	1.3	-20.5	-6.7	9.1	0.9	-8.5	-25.7	7.5	-3.9	0.4
